# Diaphorase inh – diaphorase inhibition or chemical oxidation counter-screen. diaphorase resazurin-to-resorufin fluorescence, NADH, 16 min; bacterial (C. kluyveri) enzyme, not human. inhibition, % at 20 µM. actives 0.69% (n = 190,000). AID 1217;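 active = primary screen inhibition at 20 µM above a set limit, cut at about 50% in these data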;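 note: plate controls were DMSO with full reaction for no effect and wells lacking NADH for full effect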
#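 Assay system – diaphorase enzyme from Clostridium kluyveri · Amount – diaphorase 0.14 U/mL (working solution) · Times – reaction incubation of 16 min at room temperature · Controls – No-NADH positive control and DMSO neutral control · Signal – resorufin fluorescence 544/590 nm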
# DTT redox prof – compounds producing H2O2 with reducing agent – biochemical, NIH compound library profiling, artefact control for MLSCN library redox annotation, primary screen | DTT-dependent redox cycling H2O2, phenol red/HRP absorbance; 100% = 100 µM peroxide control, 0% = buffer | actives 0.03% (n = 200,000) | activation, % at 10 µM | AID 878;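 active = activation of at least 50% relative to the plate's high and low controls in the primary single-dose screen; inactive = activation below 50%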;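 note: compound incubated with DTT at 0.8 mM final as the reducing agent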
# TLR4-MyD88 BLA – TLR4-MyD88 interaction inhibition in cells. HeLa CL3-4 TLR4/MyD88 BLA complementation, FRET ratio. inhibition, % at 8.4 µM. actives 0.18% (n = 200,000); in the data active = inhibition above about 25%;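 note: 0% = vehicle and 100% = reference inhibitor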
# Target sequence (O00206 whole entry, looked up): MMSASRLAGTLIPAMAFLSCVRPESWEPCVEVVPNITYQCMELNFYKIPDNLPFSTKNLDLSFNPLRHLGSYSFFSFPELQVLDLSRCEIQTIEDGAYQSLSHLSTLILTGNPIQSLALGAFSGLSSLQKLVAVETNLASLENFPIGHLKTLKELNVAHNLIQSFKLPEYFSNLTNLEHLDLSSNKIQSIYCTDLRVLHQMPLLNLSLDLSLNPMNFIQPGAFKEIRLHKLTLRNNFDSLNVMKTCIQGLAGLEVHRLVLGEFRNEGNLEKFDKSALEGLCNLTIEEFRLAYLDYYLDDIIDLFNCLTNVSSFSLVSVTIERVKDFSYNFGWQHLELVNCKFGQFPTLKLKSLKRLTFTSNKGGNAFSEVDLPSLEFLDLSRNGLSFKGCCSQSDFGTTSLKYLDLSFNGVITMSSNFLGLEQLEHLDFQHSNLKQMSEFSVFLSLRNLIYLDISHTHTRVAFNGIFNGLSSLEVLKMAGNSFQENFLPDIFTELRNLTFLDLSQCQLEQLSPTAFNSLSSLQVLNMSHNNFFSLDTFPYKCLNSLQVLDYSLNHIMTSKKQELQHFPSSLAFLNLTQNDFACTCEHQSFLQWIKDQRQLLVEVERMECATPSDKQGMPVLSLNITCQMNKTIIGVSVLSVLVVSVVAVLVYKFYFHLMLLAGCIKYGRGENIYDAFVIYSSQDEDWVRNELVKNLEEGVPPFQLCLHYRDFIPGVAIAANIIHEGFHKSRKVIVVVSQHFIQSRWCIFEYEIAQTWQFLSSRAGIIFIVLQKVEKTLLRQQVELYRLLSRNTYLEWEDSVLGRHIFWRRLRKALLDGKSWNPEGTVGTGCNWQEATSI
# Target sequence (Q99836 whole entry, looked up): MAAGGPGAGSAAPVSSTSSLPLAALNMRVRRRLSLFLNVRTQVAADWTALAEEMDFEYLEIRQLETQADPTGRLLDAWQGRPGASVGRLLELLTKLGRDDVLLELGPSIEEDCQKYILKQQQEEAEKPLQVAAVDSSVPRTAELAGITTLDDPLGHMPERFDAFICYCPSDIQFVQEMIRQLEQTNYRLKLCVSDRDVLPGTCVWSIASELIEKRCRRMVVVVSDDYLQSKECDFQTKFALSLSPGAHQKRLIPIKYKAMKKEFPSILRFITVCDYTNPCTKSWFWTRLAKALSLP
# Diaphorase act – diaphorase activation or chemical reduction counter-screen; activation factor at 20 µM; actives 0.005% (n = 190,000); Diaphorase/resazurin coupled assay, resorufin fluorescence, 16 min; active compounds read high; 1 = vehicle wells, 0 = NADH-free wells;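 active = diaphorase activity raised at least twofold by the compound at 20 µM; inactive = activation factor below 2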
#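 Measured by – red resorufin fluorescence at 544/590 nm excitation/emission · Test system – Clostridium kluyveri diaphorase, purified enzyme · Incubation – reaction time 16 min, room temperature · Buffer or medium – 50 mM HEPES pH 7.4 with 4.542 mM MgCl2, 0.005% Tween 20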
# S1P3 antag – blocks the human S1P3 receptor. Q99500. CHO S1P3 NFAT-BLA reporter, FRET fluorescence, antagonist mode. inhibition, % at 4.98 µM. actives 0.27% (n = 170,000). AID 485;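 active = inhibition above the plate cutoff, the mean inhibition of test wells on that plate plus 3 SD, cut at about 28% in these data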;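 note: cells challenged with S1P at its EC80 of 0.8 µM; blue over green emission ratio from cleaved BLA substrate after 4 h stimulation; 0% = S1P-stimulated wells and 100% = unstimulated DMSO-only wells; some compounds past the cut are filed as inactive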
# G6PDH CS – counter-screen for G6PDH assay hits: L. mesenteroides G6PDH inhibition | actives 0.12% (n = 200,000) | inhibition, % at 5 µM | Purified L. mesenteroides G6PDH, diaphorase/resazurin coupled fluorescence, 45 min
# RAM network inh – yeast RAM network inhibition; S. cerevisiae dse1pr::URA3 reporter, 5-FOA growth OD615, 2 d; analog-sensitive cbk1-as2 kinase mutant strain; inhibition, % at 50 µM; actives 1.8% (n = 190,000); AID 868;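 active = inhibition above a set limit, 3 SD over mean compound inhibition, cut at about 8.4% in these data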;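 note: 0% = DMSO-only wells with no growth and 100% = 10 µM 1-NA-PP1 full growth; inhibition rescues growth on 5-FOA so higher OD means more RAM inhibition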
# L major viab – reduces viability of Leishmania major promastigotes | resazurin fluorescence viability | inhibition, % at 10 µM | actives 9% (n = 200,000) | AID 1063;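 note: promastigotes grown with compound for 44 hours at 28 °C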
# PMI act hi M6P – increases human PMI activity with near-saturating mannose 6-phosphate; activation factor at 20 µM; actives 0.34% (n = 190,000); coupled PMI enzyme assay, resazurin fluorescence, 20 min; active compounds read high; 1 = untreated enzyme, 0 = substrate-free blank; P34949;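 active = activation factor of 2 or more at 20 µM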
#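 Technique: Diaphorase-driven resazurin-to-resorufin fluorescence, excitation 544, emission 590 nm | Assay system: Human PMI in coupled enzyme assay | Times: Enzyme reaction with compound 20 min at room temperature | Medium: HEPES-buffered pH 7.4 with magnesium and detergent | Reagent: Mannose-6-phosphate 1.0 mM (near-saturating) plus 0.22 mM NADP+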
# Hsp70 activator – transcriptional activators of Hsp70 | activation, % at 10 µM | HeLa Hsp70 promoter luciferase reporter, luminescence; scaled: vehicle 0, proteasome-inhibitor control 100% | actives 0.04% (n = 200,000);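 active = activation above the mean across all tested compounds plus 3 SD, cutoff set per campaign, cut at about 5.5% in these data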;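 note: 100% = MG132 at 30 µM as the positive control and 0% = DMSO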
# PMI activator – increases human mannose-6-phosphate isomerase activity | purified human PMI, coupled resazurin fluorescence, 20 min; active compounds read high; 1 = vehicle control, 0 substrate-free wells | actives 0.005% (n = 190,000) | activation factor at 20 µM;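 active = activation factor of 2 or more at 20 µM, relative to plate controls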
# An asterisk follows results filed as active; x = no result given. Cut-off read from the data, not from the text of the source, unless noted: active = inhibition above about 50%; inactive = the rest.
smiles,Diaphorase inh,DTT redox prof,TLR4-MyD88 BLA,Diaphorase act,S1P3 antag,G6PDH CS,RAM network inh,L major viab,PMI act hi M6P,Hsp70 activator,PMI activator
Cc1ccc(NC(=O)c2ccc(CN3CCc4ccccc4C3)cc2)cc1,2,-7.9,-3,1,x,3,1.5,-3,0.9,-0.2,1
O=C(N/N=C/c1ccco1)C1CC1c1ccccc1 (stereo unspecified),14,-0.6,7,0.9,-10,-2,1.1,-4,1,-0.6,1
CC(C)CN(C(=O)CSc1nnnn1C)C1CCS(=O)(=O)C1 (stereo unspecified),-6,0.0,3,1.1,1,5,1.2,-7,1.1,0.1,1.1
Cc1cc(NC(=O)c2ccc(NC(=O)C(C)C)cc2)no1,12,-3.2,-6,0.9,x,7,1.6,0,1,-0.1,0.9
Cc1c(NC(=O)C2CC(c3c(F)cccc3Cl)=NO2)c(=O)n(-c2ccccc2)n1C (stereo unspecified),-5,0.8,-11,1,-29,6,0.3,-1,1.2,-0.3,1.1
O=C(O)COc1ccc(-c2nnn(CC(=O)O)n2)cc1,8,-3.4,-6,0.9,-8,-9,1.5,-4,1,-0.5,0.9
COc1ccccc1NCCC(=O)OCC(=O)NC1CCCCC1,2,0.2,0,1,7,5,2.8,-5,0.9,-0.5,0.9
Cc1nn(C(=O)c2nn(C)cc2[N+](=O)[O-])c(C)c1Cl,16,-2.3,-5,0.8,-16,3,1.2,-7,1.1,-0.2,1.1
COc1ccc(OCCNc2cc(N3CCOCC3)ccc2[N+](=O)[O-])cc1,14,1.4,-9,0.9,x,1,3.8,6,0.9,-0.2,1.1
CCN(CC)c1ccc(/C=N/NC(=O)c2ccco2)cc1,-4,0.5,6,1,14,2,1.0,50*,1,-0.1,1.1
Cc1ccc(NC(=O)c2noc3c2CCCCC3)cc1C,8,-0.1,1,0.9,6,-13,2.3,-4,0.9,-0.3,0.9
COc1ccc(C(=O)c2ccccc2)cc1Br,12,0.6,8,0.9,x,2,-0.4,-4,0.9,0.1,0.9
Cc1cccc(C)c1OCC(=O)NC(Cc1c[nH]c2ccccc12)C(=O)O (stereo unspecified),12,-0.6,-4,0.9,-15,1,0.7,-4,0.9,-0.1,1.2
Cc1nnc(NC(=O)CCSCCC(=O)Nc2nnc(C)s2)s1,33,0.2,0,0.7,-3,-7,0.4,-2,0.5,0.0,1
CC(C)(C)c1ccc(C2(C)NC(=O)N(CC(=O)NCc3cccs3)C2=O)cc1 (stereo unspecified),9,0.3,-5,0.9,12,3,1.3,69*,1,-0.3,1
CCOC(=O)CN=C/C(C(C)=O)=C(/C)O,9,0.4,10,0.9,0,9,-0.5,-6,1,-0.2,1
CCCn1c(N)c(C(=O)CSc2ncc(C(F)(F)F)cc2Cl)c(=O)[nH]c1=O,-2,0.3,9,1,-2,1,3.5,16,1.1,0.1,1.1
NNC(=O)c1ccc(COc2ccc3c(c2)CCC3)o1,18,-0.1,-13,0.8,-1,-6,-1.0,-5,1,0.1,0.9
C/C(=N/NS(=O)(=O)c1ccc(F)cc1)c1ccc(NC(=O)c2ccc(C)o2)cc1,16,0.1,0,0.8,x,3,2.1,36,1,0.1,1
O=C(Cn1cnc2ccccc2c1=O)NCCC(=O)Nc1ccc2c(c1)OCCO2,-7,-0.1,7,1.1,-14,8,1.2,-6,1.1,-0.3,1.1
CCN1CCN(C(C)C(=O)Nc2c(C)n(C)n(-c3ccccc3)c2=O)CC1 (stereo unspecified),14,-3.9,-2,0.9,x,5,1.1,-9,0.9,-0.3,0.8
O=C1C2C(C(=O)N1/N=C/c1ccc([N+](=O)[O-])o1)C1C=CC2C12CC2 (stereo unspecified),7,-0.3,13,0.9,5,6,-0.4,90*,0.9,-0.2,1.1
CCOc1ccccc1NC(=O)Cn1c(C)cc(COC)c(C#N)c1=O,10,1.3,-3,0.9,4,5,-0.7,-6,1,-0.2,1
Cc1nn(Cc2ccc(C(=O)N3N=C(C(F)F)CC3(O)C(F)F)cc2)c(C)c1[N+](=O)[O-] (stereo unspecified),-4,-4.5,-1,1,x,-4,-0.3,4,1,-0.1,1
O=C(NCc1ccc2c(c1)OCO2)c1cc([N+](=O)[O-])ccc1N1CCCCC1,21,2.7,-11,0.8,16,-20,8.3,6,1,-0.3,0.9
COc1cccc(C2[C@H](C)C3(CCN2C)OCCO3)c1 (stereo partly specified),8,0.0,-6,0.9,-2,0,2.2,-3,1.1,-0.3,1.1
O=C(COc1ccc(F)cc1)Nc1ccc(-n2cnnn2)cc1,-2,-0.2,-3,1,2,4,0.3,0,1.1,-0.2,1
CC(C)(C)c1cc(N/C=C\c2nnnn2-c2ccc(Br)cc2)no1,13,1.1,1,0.9,x,9,5.2,-1,0.9,-0.2,0.9
Cc1ccc2c(c1)-c1c(cnn1CC(=O)N(Cc1ccco1)C1CCCCC1)CO2,41,-0.6,0,0.6,x,-15,0.5,9,0.8,0.2,0.8
Cc1nc2sc(C(c3cccc(F)c3)N3CCC(C)CC3)c(O)n2n1 (stereo unspecified),3,0.5,-9,1,-41,0,5.3,-3,1,-0.1,1

# Some of these compounds in order of their number in TLR4-MyD88 BLA, high to low.
smiles	DTT redox prof	TLR4-MyD88 BLA	S1P3 antag	RAM network inh	PMI act hi M6P	Hsp70 activator	PMI activator
CCN(CC)c1ccc(/C=N/NC(=O)c2ccco2)cc1	0.5	6	14	1.0	1	-0.1	1.1
CCN1CCN(C(C)C(=O)Nc2c(C)n(C)n(-c3ccccc3)c2=O)CC1 (stereo unspecified)	-3.9	-2	x	1.1	0.9	-0.3	0.8
O=C(NCc1ccc2c(c1)OCO2)c1cc([N+](=O)[O-])ccc1N1CCCCC1	2.7	-11	16	8.3	1	-0.3	0.9

# (cont.)
smiles,Diaphorase inh,DTT redox prof,TLR4-MyD88 BLA,Diaphorase act,S1P3 antag,G6PDH CS,RAM network inh,L major viab,PMI act hi M6P,Hsp70 activator,PMI activator
CCn1c(C)nc2cc(C(=O)N/N=C(\C)c3ccc(OC)cc3O)ccc21,17,-3.1,15,0.8,9,-7,0.8,38,1,-0.2,1
Nc1cccc(C(=O)Nc2ccccc2Cl)c1,7,2.9,1,0.9,9,6,3.1,-5,1,-0.3,1
Cc1ccc2c(c1)N=C(c1ccc(Cl)cc1)CO2,10,-2.2,0,0.9,x,1,1.7,-8,1,-0.2,1
COc1ccc(Cc2[nH]n3c(=O)cc(C(C)C)nc3c2-c2ccccc2)cc1,9,-0.5,-14,0.9,-27,8,7.9,97*,1,-0.1,0.9
O=C(O)Cc1csc(-c2ccc(F)cc2)n1,-12,-0.8,-2,1.1,-5,3,1.4,-3,1.1,-0.1,1.2
CCN(CC)CCNC(=O)Cc1c(C(=O)O)n(C)c2ccccc12,7,0.6,-6,0.9,-4,-1,0.5,-3,1,0.0,1
CNC(=S)NNC(=O)Cn1ccc(C)n1,25,1.0,-4,0.8,x,4,1.6,-4,0.9,0.0,0.9
COC(=O)c1c(C(=O)OC)c(-c2ccc(C)cc2)n2c1CS(=O)(=O)C2,0,-0.1,-5,1,x,7,-0.8,-1,1.1,-0.1,1.1
Cc1ccc2c(c1)N(CC(=O)NCc1cccs1)C(=O)CO2,1,0.3,3,1,x,0,2.9,-4,1.1,0.3,1.1
CCOC(=O)CCc1c(C)c(C#N)c2nc3ccccc3n2c1-n1cnc2ccccc21,5,0.2,1,0.9,x,0,0.9,-3,0.9,-0.2,1
O=C(NCCCN1CCCC1=O)C1CCN(S(=O)(=O)N2CCOCC2)CC1,12,0.4,3,0.9,4,-3,0.3,-5,0.9,0.0,0.9
CC1CN(CCCOc2ccccc2-c2ccccc2)CC(C)O1 (stereo unspecified),29,-0.5,18,0.7,-22,7,-0.2,89*,1,-0.3,0.8
Cc1ccc(-c2noc(CSc3nnnn3C3CCCCC3)n2)cc1,29,-0.6,-1,0.7,-25,-3,6.8,-7,0.9,-0.4,0.9
Cn1c(N)c(C(=O)COC(=O)c2ccc(Cl)c(S(=O)(=O)N3CCCCC3)c2)c(=O)n(C)c1=O,10,-1.0,1,0.9,-8,20,2.7,88*,1,-0.1,0.9
O=C(CSc1ccccc1F)NC1CCS(=O)(=O)C1 (stereo unspecified),15,-1.6,1,0.8,-2,3,-0.8,1,1,0.0,1
CCOC(=O)c1ccc(N=Cc2nc3ccccc3n2C)cc1,6,-0.2,-20,0.9,2,-7,2.8,-6,0.9,-0.3,0.9
CCCCCN1C(C)=CC(=C(C#N)C#N)C=C1C,3,-2.0,-2,1,-11,8,1.7,16,1.1,-0.2,1.1
CC1(C)Cc2c(C#N)c(N3CCN(C(=O)c4ccco4)CC3)nc(-c3ccco3)c2CS1,24,0.4,-5,0.8,x,14,3.3,19,0.8,0.1,0.9
COc1ccc(C(=O)COC(=O)/C=C/c2ccc(S(=O)(=O)Nc3cccc(S(N)(=O)=O)c3)cc2)cc1,20,-0.6,-1,0.8,-15,10,8.0,-1,0.8,-0.4,0.8
O=C(Nc1ccccc1Cl)N1CCn2c(nc3ccccc32)C1,9,0.8,4,0.9,x,9,4.9,-4,0.9,0.0,0.9
COC(=O)c1cn(NC(=O)C2CCCO2)c(=O)c2ccccc12 (stereo unspecified),-8,1.9,-1,1.1,x,0,1.3,-2,1.2,-0.2,1.2
CSc1ccc(C2C(C#N)=C(N)Oc3c2ccc(=O)c2c(C)oc(C)c32)cc1 (stereo unspecified),12,-8.4,-2,0.9,8,17,1.3,41,0.9,-0.3,0.9
O=C(CCCSc1nc2ccccc2[nH]1)NCc1ccco1,6,-1.4,-1,0.9,-6,-1,-0.5,-3,1.1,-0.4,1.1
C=CCNc1nnc(SC2CC(=O)N(c3ccc(OCCC)cc3)C2=O)s1 (stereo unspecified),-6,-0.2,0,1.1,x,2,6.1,1,1.1,-0.2,1
Cc1cc(C)cc(NC(=O)C2CCCC2)c1,12,0.1,1,0.9,-26,0,1.4,3,1,-0.2,0.9
O=C(/C=C/c1ccc(Cl)cc1Cl)Nc1cccc(S(=O)(=O)NC2=NCCCCC2)c1,25,0.2,3,0.8,0,16,6.7,51*,0.9,-0.2,0.9

# Assay outcomes as filed in PubChem.
